APP 5'UTR act: activates APP 5'UTR luciferase reporter | hit rate 1% among 190,000 | SH-SY5Y APP 5'UTR luciferase reporter, luminescence; zero percent = DMSO vehicle wells | activation, % at 2 µM;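 active means activation above a set limit, based on mean plus 3 SD of controls, cut at about 140% in these data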; further: values of inactives mirror those of a sister screen read the other way
FLuc inh counter: inhibits firefly luciferase, flagging false hits in luciferase inhibition screens. P08659. ATPLite firefly luciferase biochemical luminescence, 10 min. inhibition, % at 10 µM. hit rate 1.5% among 200,000. AID 1006;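 active means inhibition above about 50% when tested at 10 µM, limit read from the data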
Target sequence (P08659 whole entry, looked up): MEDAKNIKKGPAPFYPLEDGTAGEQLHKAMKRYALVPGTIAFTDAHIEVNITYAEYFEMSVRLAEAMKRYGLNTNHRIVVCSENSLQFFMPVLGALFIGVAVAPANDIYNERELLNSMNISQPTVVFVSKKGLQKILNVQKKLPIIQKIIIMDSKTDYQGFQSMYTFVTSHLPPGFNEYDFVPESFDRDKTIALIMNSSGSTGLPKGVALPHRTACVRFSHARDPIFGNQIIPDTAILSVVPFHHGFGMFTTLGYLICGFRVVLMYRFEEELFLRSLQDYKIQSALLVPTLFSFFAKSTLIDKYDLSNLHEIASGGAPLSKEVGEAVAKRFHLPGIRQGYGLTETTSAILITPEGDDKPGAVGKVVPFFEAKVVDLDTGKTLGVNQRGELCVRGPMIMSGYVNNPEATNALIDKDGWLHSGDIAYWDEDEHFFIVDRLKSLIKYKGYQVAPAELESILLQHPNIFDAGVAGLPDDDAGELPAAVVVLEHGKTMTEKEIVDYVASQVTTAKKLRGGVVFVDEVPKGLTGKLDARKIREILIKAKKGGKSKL
STAT3 activator: STAT3 signaling activation. U3A cells, IL-6 STAT3-luciferase reporter, luminescence; 100% = signal with IL-6 EC80 alone. activation (% of control), % at 5.6 µM. hit rate 0.91% among 190,000. AID 871;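 active means activation above the screen-wide mean of compound activation plus 3 SD, cut at about 130% in these data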;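 further: 0% = background luminescence of wells with medium and substrate only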
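Material: STAT3-luciferase reporter U3A cells; Probe or stimulus: IL-6 (33 ng/mL); Incubation: compound pre-incubation 1 h before IL-6, then 6 h stimulation at 37 °C; Technique: luminescence from STAT3-driven luciferase reporter; Evaluation: % activation versus median of IL-6-stimulated wells; Controls: IL-6-only high control.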
RAM network inh: yeast RAM network inhibition; S. cerevisiae dse1pr::URA3 reporter, 5-FOA growth OD615, 2 d; analog-sensitive cbk1-as2 kinase mutant strain; inhibition, % at 50 µM; hit rate 1.8% among 190,000; AID 868;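 active means inhibition above a set limit, 3 SD over mean compound inhibition, cut at about 8.4% in these data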;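 further: 0% = DMSO-only wells with no growth and 100% = 10 µM 1-NA-PP1 full growth; inhibition rescues growth on 5-FOA so higher OD means more RAM inhibition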
APP transl inh: APP translation inhibition. SH-SY5Y APP 5'UTR-luciferase reporter, luminescence. inhibition, % at 2 µM. hit rate 0.82% among 190,000. AID 1285;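 active means inhibition above a set limit, derived from the sample mean plus 3 SD, cut at about 45% in these data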; further: values of inactives mirror those of a sister screen read the other way
NF-kB neuron act: NF-kB expression increase, human neuronal cells. fold change at 12.5 µM. AID 1239. hit rate 1.6% among 190,000. NF-kB reporter expression; stronger effect = higher value; in the data active means fold change above about 3.3
STAT1 blocker: STAT1 signaling inhibition | NIH 3T3 STAT1-luciferase reporter, IFN-gamma, luminescence | inhibition, % at 5.5 µM | hit rate 0.35% among 200,000 | AID 920;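 active means inhibition above a set limit, the mean inhibition across all tested compounds plus 3 SD, cut at about 34% in these data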;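 further: 0% = IFN-gamma with DMSO and 100% = IFN-gamma with 300 µM nifuroxazide; values of inactives mirror those of a sister screen read the other way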
Hsp70 activator: Hsp70 transcriptional activation, primary screen; HeLa Hsp70 promoter luciferase reporter, luminescence; scaled: vehicle 0, proteasome-inhibitor control 100%; activation, % at 10 µM; hit rate 0.04% among 200,000; AID 1203;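 active means activation above the mean across all tested compounds plus 3 SD, cutoff set per campaign, cut at about 5.5% in these data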;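 further: 100% = MG132 at 30 µM as the positive control and 0% = DMSO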
STAT3 blocker: inhibitors of IL-6 induced STAT3 signaling; U3A cells, IL-6 STAT3-luciferase reporter, luminescence; host cell line lacks STAT1; inhibition, % at 5.5 µM; hit rate 0.89% among 190,000;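 active means inhibition above the mean inhibition across all screened compounds plus 3 SD, cut at about 44% in these data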;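 further: 0% = DMSO only wells and 100% = 100 µM nifuroxazide control wells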
STAT1 activator: activators of IFN-gamma induced STAT1 signaling. NIH 3T3 STAT1-luciferase reporter, luminescence; 100% = IFN-gamma alone, no compound. hit rate 2.6% among 200,000. activation (% of control), % at 5.5 µM;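 active means activation above the screen-wide mean activation plus 3 SD, cut at about 130% in these data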;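 further: raw ratio to IFN-gamma control signal so 100% means no change and 0% no light; values of inactives mirror those of a sister screen read the other way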
* hit, by the source's call; nt = not tested or not shown. This is a random part of the collection. Share with any hit: about 7.7%.

SMILES	APP 5'UTR act	FLuc inh counter	STAT3 activator	RAM network inh	APP transl inh	NF-kB neuron act	STAT1 blocker	Hsp70 activator	STAT3 blocker	STAT1 activator
CC(=O)Nc1ccc2nc(C3CCCCC3)[nH]c2c1	-11	-2	101	0.3	11	1.1	0	-0.2	8	100
CCC(COC(=O)Nc1cccc(C)c1)NC(=O)OCC(C)C (stereo not drawn)	23	3	108	-0.5	-23	1.9	0	-0.3	-4	100
CCOC(=O)c1c(NS(=O)(=O)c2ccc(Br)cc2)sc2c1CCC2	12	nt	100	9.8*	-12	0.79	2	-0.3	2	97
Cc1nn(Cc2ccccc2)c(C)c1NC(=O)c1cc(-c2cccs2)on1	5	-3	95	0.7	-5	1.1	15	-0.1	11	86
CCCCn1c(Cc2ccccc2)nnc1SCC(=O)N1CCOCC1	8	4	103	2.4	-8	1	-3	0.2	0	104
CCc1nnc(NC(=O)c2cc3c(s2)CCCCC3)s1	32	nt	92	nt	-32	nt	-22	0.1	13	120
CCOC(=O)c1cc2occc2n1Cc1ccc(F)cc1	nt	-3	102	0.5	nt	1.2	6	0.0	-3	89
COC(=O)c1ccc2c(=O)n(-c3ccccc3)c(=S)[nH]c2c1	-10	3	95	1.2	10	1.3	7	0.0	10	93
NC(=O)c1ccccc1NC(=O)Nc1cccc(Cl)c1	32	16	88	2.5	-32	1.1	-15	0.1	22	113
COc1cc2ncnc(NCc3ccc(C)cc3)c2cc1OC	-1	-2	99	0.0	1	0.99	7	-0.1	7	94
O=C(O)c1nn(-c2ccc(Cl)cc2)ccc1=O	-5	-3	106	3.0	5	1.2	0	0.8	-2	100
Cc1ccc(S(=O)(=O)n2nc(OC(=O)C(C)(C)C)cc2N)cc1	-13	-4	100	1.3	13	1.3	0	-0.1	4	100
C=CCc1cccc(CNc2c(C)n(C)n(-c3ccccc3)c2=O)c1O	5	-3	105	5.0	-5	0.66	-7	-0.1	-1	106
COc1ccc(NC(=O)NCCCN2CCCC2=O)cc1	25	0	100	-0.3	-26	1.3	0	0.2	0	101
Cc1cccc(NC(=O)CSCc2nc3c(nnn3Cc3ccc(F)cc3)c(=O)[nH]2)c1C	-4	4	97	1.6	4	1.3	-6	-0.2	6	104
Cc1ccc(S(=O)(=O)N(CC(=O)NN=C2CCN(C)CC2)c2ccc(C(C)C)cc2)cc1	-7	-10	105	-0.7	7	0.95	1	-0.1	0	100
Cc1ccc(/C=N/NC(=O)C(NC(=O)c2ccccc2)c2n[nH]c(=O)c3ccccc23)cc1 (stereo not drawn)	24	1	111	0.4	-24	0.64	-16	0.1	-2	111
CCCCN1C(=O)c2ccc(C(=O)Nc3ccc(S(=O)(=O)N(C)C)cc3)cc2C1=O	-3	1	92	3.7	3	0.71	-3	-0.1	16	103
O=C(Nc1nnc(C2CCCCC2)s1)c1ccco1	-2	36	95	2.6	2	2.2	-33	0.4	6	130*
CCOc1c(O)ccc(C2NC(=O)NC(C)=C2C(=O)OC)c1[N+](=O)[O-] (stereo not drawn)	10	-2	100	1.9	-10	1.1	-1	-0.1	4	100
O=C(O)CSc1nnc(-c2ccc3c(c2)OCO3)o1	17	7	108	1.5	-17	1.2	2	0.2	-5	98
COC(=O)C1CCN(S(C)(=O)=O)CC1	-6	0	100	0.3	6	0.95	5	-0.3	5	95
CCCn1c(=O)c2[nH]c(C3CCCC3)nc2n(CCC)c1=O	-4	0	89	-0.3	4	1.2	3	-0.3	15	97
Cn1c(C(=O)N2CCCC(C(=O)NCCCSC3CCCCC3)C2)cc2sccc21 (stereo not drawn)	-10	-10	91	4.3	10	0.53	17	-0.1	16	85
COc1c2ccoc2c(OC[C@@H](O)C(C)(C)OC)c2oc(=O)ccc12	-10	-4	96	-0.1	10	1.1	9	0.0	2	92
COc1ccc(S(=O)(=O)N2N=C(c3ccc(NS(C)(=O)=O)cc3)CC2c2ccco2)cc1 (stereo not drawn)	-7	0	125	6.6	7	0.75	9	-0.1	-15	90
COc1nc(NCCO)nc(Nc2ccc([N+](=O)[O-])cc2)n1	-9	4	97	4.5	9	1.1	2	-0.2	7	98
Cc1cnn(C(=O)c2cc(-c3ccccn3)nc3ccc(Cl)cc23)c1	3	-5	113	3.0	-3	1.2	3	-0.5	-10	94
CCC(=O)Nc1ccc(NC(=O)c2ccco2)cc1	40	38	96	2.8	-40	1.9	-34	0.1	8	131*
c1ccc(CSc2nnc3ccc(-c4ccncc4)nn23)cc1	10	-2	107	-0.1	-10	1.2	18	-0.1	3	82
Cc1ccc(C)c(-n2nnnc2SCC(=O)c2c(N)n(C)c(=O)n(C)c2=O)c1	-3	-5	101	0.4	3	1.1	0	-0.1	7	99
Cc1cnn(C(=O)c2cc(-c3ccccc3)nc3ccccc23)c1	10	0	92	0.9	-10	1.5	4	0.2	14	97
Cc1ccc(C(=O)NC(NCc2ccco2)C(Cl)(Cl)Cl)cc1 (stereo not drawn)	-16	-3	103	1.1	16	1.1	6	0.0	-7	95
O=C(Cc1ccc(Cl)c(Cl)c1)Nc1cccc(S(=O)(=O)N2CCOCC2)c1	18	-6	108	6.7	-18	0.96	8	-0.2	0	93
O=C(N/N=C/c1ccc(-c2ccc(S(=O)(=O)Nc3ncccn3)cc2)o1)c1cc2ccccc2cc1O	-15	12	97	2.7	15	0.85	4	-0.3	9	96
CC1CCCC(C)N1C(=O)CSc1nc2ccccc2c(=O)[nH]1 (stereo not drawn)	-14	-2	96	2.2	14	1.4	2	1.2	7	97
CC(c1ccccc1)C1CC(=O)N(c2ccc(C(=O)O)cc2)C1=O (stereo not drawn)	nt	0	98	1.7	-29	1.3	-5	-0.3	5	104
N#CCSc1nc2c(sc(=S)n2Cc2ccco2)c(=O)n1-c1ccc(F)cc1	-1	-6	102	8.1	1	1.6	18	0.2	0	84
CC(C)C(=O)Nc1ccc2nn(-c3ccccc3)nc2c1	234*	69*	63	0.9	-234	1.1	-19	-0.1	48*	116
Cc1ccc2cccnc2c1NC(=S)NC(=O)c1ccccc1	nt	-1	153*	1.5	nt	0.7	13	-0.2	-58	88

Limited to Hsp70 activator (7 entries from above):
| mol | Hsp70 activator |
| --- | --- |
| CC(=O)Nc1ccc2nc(C3CCCCC3)[nH]c2c1 | -0.2 |
| CCC(COC(=O)Nc1cccc(C)c1)NC(=O)OCC(C)C (stereo not drawn) | -0.3 |
| CCOC(=O)c1c(NS(=O)(=O)c2ccc(Br)cc2)sc2c1CCC2 | -0.3 |
| Cc1nn(Cc2ccccc2)c(C)c1NC(=O)c1cc(-c2cccs2)on1 | -0.1 |
| CCCCn1c(Cc2ccccc2)nnc1SCC(=O)N1CCOCC1 | 0.2 |
| CCc1nnc(NC(=O)c2cc3c(s2)CCCCC3)s1 | 0.1 |
| CCOC(=O)c1cc2occc2n1Cc1ccc(F)cc1 | 0.0 |

(next part)
SMILES	APP 5'UTR act	FLuc inh counter	STAT3 activator	RAM network inh	APP transl inh	NF-kB neuron act	STAT1 blocker	Hsp70 activator	STAT3 blocker	STAT1 activator
Nc1c2c(nc3ccc(Br)cc13)N(Cc1ccccc1)CC2	19	-1	118	1.1	-18	0.94	-8	-0.3	-10	107
Nc1cc(C(=O)c2ccccc2)ccc1[N+](=O)[O-]	-7	-5	96	5.9	7	1.1	-7	-0.3	16	105
Cc1cccc(CC(=O)Nc2c3c(nn2-c2cccc(Cl)c2)CS(=O)C3)c1 (stereo not drawn)	10	-10	102	9.8*	-10	1.2	1	0.0	2	99
OCCNCCCCOc1ccccc1F	23	-4	99	1.7	-23	0.95	-6	-0.1	4	106
O=C(COC(=O)CCc1c[nH]c2ccccc12)NC1CCS(=O)(=O)C1 (stereo not drawn)	0	-1	101	-0.6	0	0.9	2	0.0	5	98
COc1ccccc1N1CCN(C(=O)c2ccc(Cl)c(S(=O)(=O)NCc3ccco3)c2)CC1	-19	-3	103	1.6	19	0.88	2	-0.1	-3	102
O=c1[nH]c(N2CCN(c3ccccc3)CC2)nc2c1CCCC2	2	-1	76	0.7	-2	0.51	26	-0.2	28	76
COc1ccccc1NC(=O)CSc1nc2sc(C)c(C)c2c(=O)n1Cc1ccco1	6	-4	92	4.6	-6	1.6	1	-0.4	16	99
O=C(CSc1nnc2ccccn12)NCc1ccc2c(c1)OCO2	1	-2	100	0.0	-1	0.98	0	-0.1	3	99
CC(=O)Nc1ccc(S(=O)(=O)N2CCN(c3cnn(C)c(=O)c3Cl)CC2)cc1	9	0	106	2.2	-9	1	-12	-0.1	-5	110
CCOc1ncccc1C(=O)OCC(=O)c1c(N)n(C)c(=O)n(C)c1=O	-9	-9	107	1.4	9	2.7	1	-0.2	-4	100
COc1cc(-c2nnc(CSc3nnc(Nc4ccc(C(C)C)cc4)s3)o2)cc(OC)c1OC	21	16	109	4.3	-21	0.73	-4	-0.2	-8	104
S=C(NCc1ccccc1)NCc1ccccc1	12	-2	97	-1.6	-12	1.2	-2	-0.3	7	102
CCC(C)c1ccc(NC(=O)C2CCCN(c3ncccn3)C2)cc1 (stereo not drawn)	18	1	96	0.6	-18	1.9	-10	0.5	11	109
O=C(NCCc1ccccc1)C1CCN(S(=O)(=O)c2cccnc2)CC1	-4	-2	99	-0.2	4	1.2	1	0.0	7	99
Clc1ccc(-c2nc3ccccn3c2CN2CCOCC2)cc1	18	5	98	0.3	-18	0.92	-7	-0.1	9	106
CN1C(=O)NC(NC(=O)c2cccs2)(C(F)(F)F)C1=O (stereo not drawn)	3	-4	108	2.6	-3	1.8	1	0.2	-5	99
CSc1ccc2nnc(-c3cccc(F)c3)n2n1	9	-5	81	-0.4	-9	1	-2	0.2	24	102
O=C(CCc1nnc(-c2ccsc2)o1)NCc1ccccc1OC(F)(F)F	2	-6	104	1.5	-2	1.3	-8	0.1	2	105

Profiles as entered above.
OCCNCCCCOc1ccccc1F in the list: APP 5'UTR act = 23; FLuc inh counter = -4; STAT3 activator = 99; RAM network inh = 1.7; APP transl inh = -23; NF-kB neuron act = 0.95; STAT1 blocker = -6; Hsp70 activator = -0.1; STAT3 blocker = 4; STAT1 activator = 106
Cc1cccc(CC(=O)Nc2c3c(nn2-c2cccc(Cl)c2)CS(=O)C3)c1 (stereo not drawn) in the list: APP 5'UTR act = 10; FLuc inh counter = -10; STAT3 activator = 102; RAM network inh = 9.8*; APP transl inh = -10; NF-kB neuron act = 1.2; STAT1 blocker = 1; Hsp70 activator = 0.0; STAT3 blocker = 2; STAT1 activator = 99
